Screens: PubChem BioAssay, National Center for Advancing Translational Sciences (NCATS)
Pf growth 96h = P. falciparum growth inhibition at 96 hours; P. falciparum luciferase reporter growth, 96 h; Potency, µM (titrated, usually from 28.7 µM), for the others: at the top dose activity change, negative = inhibition, hits mostly inhibitors; 320,000 tested, 6.9% active; further: potency means the concentration at half of the fitted maximal effect; on the % scale 0 is the no-effect control and ±100 the full control effect
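Plates of compound plus infected erythrocytes (2% hematocrit, 0.05% parasitemia final) incubate 96 hours, 37 C, 5% CO2. Detection reagent added; reduced luminescence from the parasites' luciferase reporter flags inhibition.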
Giardia FBPA inh = blocks Giardia fructose-bisphosphate aldolase activity | A8B2U2 | purified Giardia FBPA | Potency, µM (highest dose often 59.6 µM), for the others: at the highest dose activity, negative = inhibition, actives largely listed as inhibitors | 290,000 tested, 0.71% active; further: potency means the concentration at half of the fitted maximal effect; on the % scale 0 is the no-effect control and ±100 the full control effect; nearly all actives have a fitted effect of over 55% in size
Target sequence (A8B2U2 whole entry, looked up): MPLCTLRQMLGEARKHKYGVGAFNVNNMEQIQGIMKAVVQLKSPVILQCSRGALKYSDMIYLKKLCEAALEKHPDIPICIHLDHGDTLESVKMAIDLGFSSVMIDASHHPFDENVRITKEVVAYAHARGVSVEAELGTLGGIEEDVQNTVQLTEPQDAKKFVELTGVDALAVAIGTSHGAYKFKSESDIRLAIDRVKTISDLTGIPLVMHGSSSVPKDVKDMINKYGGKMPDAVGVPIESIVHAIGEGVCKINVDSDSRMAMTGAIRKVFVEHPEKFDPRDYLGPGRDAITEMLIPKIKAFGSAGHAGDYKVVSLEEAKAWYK
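40 nM FBPA preincubated 10 min at RT with compound (up to 57.5 uM final), then substrate plus GAPDH/TPI/NAD/arsenate coupling and diaphorase/resazurin added. Fluorescence read after 20 min at RT, 525/598 nm.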
Pf growth 48h = P. falciparum growth inhibition at 48 hours (one generation) | P. falciparum luciferase growth in erythrocytes, 48 h | 310,000 tested, 5.9% active | Potency, µM (titrated, usually from 28.7 µM), for inactives: top-dose activity change, negative = inhibition, usual class: inhibitors; further: potency means the concentration at half of the fitted maximal effect; on the % scale 0 is the no-effect control and ±100 the full control effect
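In quantitative HTS format, infected erythrocytes bearing luciferase-reporter parasites were treated for a single generation at 37 C. Luminescence after adding detection reagent served as the growth measure.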
Shiga toxin inh = Shiga toxin inhibition; AID 2315; 290,000 tested, 9.2% active; Vero cells, Shiga toxin protein synthesis inhibition reporter; inhibition, % at 38.7 µM; in the data active means inhibition mostly above about 28%, no sharp cut-off; inactive means mostly below about 43%; further: 0% is about no effect
Sm TGR inh = blocks Schistosoma mansoni thioredoxin glutathione reductase. Q962Y6. purified TGR, DTNB reduction, TNB absorbance 405 nm. Potency, µM (highest dose often 114 µM), inactives show at the top dose activity change, negative = inhibition, most hits filed as inhibitors. 360,000 tested, 3% active. AID 485364; further: potency means the concentration at half of the fitted maximal effect; on the % scale 0 is the no-effect control and ±100 the full control effect; nearly all actives have a fitted effect of over 60% in size
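First, TGR (20 nM dispensed) and NADPH were mixed with compound. Second, a 15 min room-temperature incubation followed. Third, further NADPH and then DTNB were added to start the reaction. Finally, TNB absorbance was monitored kinetically.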
CHX counter = counter-screen hit for Shiga toxin inhibitors, cycloheximide | cell reporter, cycloheximide protein synthesis inhibition counterscreen | max response, % | 300,000 tested, 12% active | AID 2314; in the data active means max response mostly above about 13%, no sharp cut-off; inactive means mostly below about 14%; further: read at 38.3 µM for the half of the compounds with a filed dose; 0% is about no effect
An asterisk follows results filed as active; ? = inconclusive; · = no result given; & = joins results of further samples; [ ] = another dose, or the depositor's remark. Unless noted, the call rests on the fitted dose curve; in most records, active means well fitted curve in the direction sought with a large enough effect; inconclusive means small, poorly fitted or top-dose-only effect, or another doubt; inactive means no such curve, though single readings can be large; an effect the other way counts as inactive or inconclusive.

SMILES | Pf growth 96h | Giardia FBPA inh | Pf growth 48h | Shiga toxin inh | Sm TGR inh | CHX counter
COc1ccc(-c2cn3cccnc3n2)cc1Br | 22% | -3% | 55%[activator] | 99* | 12% | 15*
CCN(CC)S(=O)(=O)c1ccc(NC(=O)C2CCCO2)cc1 (configuration not stated) | ? | 4% | -12% | -12 | -27% | -3
Cc1ccc(OCC(=O)N/N=C\c2ccncc2)c(C)c1 | 26% | 4% | 1% | -12 | 4% | -4
Cc1nnn(C23C[C@@H]4C[C@@H](CC(C(=O)N5CCN(c6ccccc6)CC5)(C4)C2)C3)n1 | -20% | 7% | -8% | 22 | 17% | -2
CC1(C)CC(=O)C(C=NCC(O)c2ccccc2)=C(O)C1 (configuration not stated) | 7.4µM* | 8% | 5% | -8 | 1% | 5
Brc1ccc(/C=N/c2nc3ccccc3n2CCN2CCOCC2)cc1 | -6% | -7% | 7% | -7 | -12% | -3
CN(CC(=O)Nc1ccncc1)S(=O)(=O)c1ccc(Br)cc1 | ? | 0% | · | -11 | -8% | -3
O=C(NCc1cccnc1)C1CCCN(S(=O)(=O)c2ccc(Cl)cc2)C1 (configuration not stated) | -31% | 10% | -2% | 11 | -15% | 36*
COc1ccccc1CNC(=O)c1cc(S(=O)(=O)N2CCCC2)cn1C | ? | 6% | ? | 1 | -10% | 2
CCOC(=O)N1CCN(CCC(=O)Nc2cc(OC)cc(OC)c2)CC1 | ? | -21% | -22% | -6 | -1% | -4
O=C(Nc1cccnc1)C1(c2ccccc2)CCCC1 | ? | -1% | -20% | 44 | 7% | -3
CCOC(=O)C(Sc1nn(C)c(=S)s1)C(C)=O (configuration not stated) | · | ? | 9% | 20 | -1% | 20
CCOc1ccc(N(CC(=O)N/N=C(\C)c2cccc(NC(C)=O)c2)S(=O)(=O)c2ccccc2)cc1 | 4% | 7% | 15%[0.00184 µM] | -9 | 16% | -2
COc1ccc2nc(NC(=O)c3ccc(F)cc3)sc2c1 | ? | -2% | 79%[activator] | · | -8% | 27*
COc1ccc(CNC(=O)C(C)Cc2ccccc2)cc1O (configuration not stated) | 3% | 3%&2% | 17% | -18 | -9% | 1
CC1CN(C2CCN(C(=O)COc3ccccc3)CC2)CC(C)O1 (configuration not stated) | 6% | -5% | -4% | -1 | -9% | -2
CC(C)(C)OC(=O)NC(=NCCCc1cn(CC(=O)N2CCN(C(=O)OC(C)(C)C)CC2)nn1)NC(=O)OC(C)(C)C | 0% | 6% | 0% | 19 | -7% | 9
COc1ccc(-n2c(=O)cc(N3CCN(c4ccccc4F)CC3)[nH]c2=O)cc1 | 0% | 6% | -7% | -12 | -35% | -5
COc1ccc(C(=O)N2CCN(S(=O)(=O)c3cc(Cl)ccc3OC)CC2)cc1 | -1% | 4% | -27% | -13 | 4% | -3
C=CCN1C(=O)C2C3CC(=O)C(c4ccccc43)C2C1=O (configuration not stated) | -5% | 5% | 6% | -11 | 0% | -2
COc1cc(OC)cc(C(=O)NC(C)c2ccc(Br)cc2)c1 (configuration not stated) | ? | 2% | ? | -4 | 5% | 2
CCOC(=O)c1c(C)[nH]c(C(=O)OCC(=O)NCCc2ccc(OCC)c(OCC)c2)c1C | ? | · | 13µM* | · | 2% | ·
CN1C(=O)CC(c2ccccc2)CC1=O | 105%[activator] | · | ? | · | -8% | ·
Cc1cc(C)c(NC(=O)c2ccc3c(c2)NC(=O)C(C)S3)c(C)c1 (configuration not stated) | ? | · | ? | · | -7% | ·
COc1ccc(C2=NOC(C(=O)Nc3cc(C)on3)C2)cc1OC (configuration not stated) | 0% | 2% | -15% | -4 | -18% | -3
Cc1ccc2nc(N3CCN(Cc4ccc(F)cc4)C3=O)c(C)cc2c1 | · | -3% | 25% | 41 | 8% | 20*
O=C(c1cc2ccccc2c(=O)o1)N1CCCC1 | 15% | -2% | 8% | -5 | -2% | -1
O=c1[nH]c(CN2CCN(c3ncccn3)CC2)nc2c(Br)cc(Br)cc12 | ? | -1% | ? | -5 | -31% | -4
COc1ccc(NC(=O)C(c2ccc(C)cc2)N(C)C(=O)CNC(C)=O)cc1 (configuration not stated) | · | 9% | 13% | -7 | 0% | 2
CC1CCCCN1C(=O)COC(=O)C1CCN(S(=O)(=O)c2c(Cl)cccc2Cl)CC1 (configuration not stated) | ? | · | -29% | -10 | 0% | -3
O=C(CSc1nnc(-c2ccncc2)o1)Oc1ccccc1 | -29% | -1% | 11% | -9 | -18% | -2
CC(=O)c1c(C)oc2ccc(NS(=O)(=O)c3ccc(O)c(C(=O)O)c3)cc12 | · | ? | 21% | 13 | 7% | -1
CC(C)(O)C#Cc1ccc(C(=O)NCc2ccccc2F)cc1 | -24% | 3% | 46%[activator] | 29 | 11% | 9
CC1CCN(CC(O)COc2cccc(F)c2)CC1 (configuration not stated) | ? | 3% | · | -6 | 1% | -7
CC(C)c1nc(N(C)S(C)(=O)=O)nc(-c2ccc(F)cc2)c1/C=C/C(O)CC(O)CC(=O)O (configuration not stated) | -14% | 4% | 1% | · | · | ·
O=C(CN1C(=O)COCC1=O)N1CCOCC1 | · | 4% | 15% | 8 | 3% | 7
COCCN(C(=O)CSc1nnc(-c2cccc(F)c2)n1N)c1c(N)n(CC(C)C)c(=O)[nH]c1=O | 6% | · | -12% | -7 | 0% | 2
COc1ccccc1C(=O)Nc1ccc(N2CCN(C(C)=O)CC2)cc1 | 8% | -1% | -3% | 53* | · | 2
Cc1ccc(NC(=O)c2ccc(OCC3CCCO3)cc2)nc1 (configuration not stated) | 104%[activator] | · | 85%[activator] | · | -6% | ·
COC(=O)CSC1=C(C#N)C(c2ccc3c(c2)OCO3)C2=C(CCCC2=O)N1 (configuration not stated) | ? | -9% | -16% | -4 | -27% | -3

Quoted from the listing.
CC(=O)c1c(C)oc2ccc(NS(=O)(=O)c3ccc(O)c(C(=O)O)c3)cc12 @ CHX counter = -1
Cc1ccc2nc(N3CCN(Cc4ccc(F)cc4)C3=O)c(C)cc2c1 @ Pf growth 48h = 25%
COc1ccccc1C(=O)Nc1ccc(N2CCN(C(C)=O)CC2)cc1 @ Pf growth 96h = 8%
Cc1cc(C)c(NC(=O)c2ccc3c(c2)NC(=O)C(C)S3)c(C)c1 (configuration not stated) @ Sm TGR inh = -7%
COCCN(C(=O)CSc1nnc(-c2cccc(F)c2)n1N)c1c(N)n(CC(C)C)c(=O)[nH]c1=O @ Shiga toxin inh = -7
O=C(CSc1nnc(-c2ccncc2)o1)Oc1ccccc1 @ Pf growth 48h = 11%
COc1ccc(C2=NOC(C(=O)Nc3cc(C)on3)C2)cc1OC (configuration not stated) @ Shiga toxin inh = -4

(listing goes on)
SMILES | Pf growth 96h | Giardia FBPA inh | Pf growth 48h | Shiga toxin inh | Sm TGR inh | CHX counter
COC(=O)c1ccccc1NC(=O)CSc1n[nH]c(-c2cccnc2)n1 | 50%[activator] | -12% | 0% | 16 | 31% | -3
COc1cccc(OC)c1NC(=O)CN(C)S(=O)(=O)c1ccc2c(c1)OCCO2 | 7% | 19% | -1% | 4 | 1% | -9
COc1cccc2c1OCC(C(=O)NCc1ccc(Cl)cc1Cl)=C2 | ? | 7% | 2% | 20 | 2% | 12
O=C(OCCN1CCOCC1)c1ccc(Cl)cc1Cl | -30% | ? | -23% | 48* | -13% | 39*
CCOc1ccccc1C1C2CCCCC2(O)CCN1C(=O)c1cccs1 (configuration not stated) | ? | 12% | ? | 55* | 1% | 44*
CCCCNC(=S)N(C)/N=C/c1ccc(F)cc1 | 8% | 1% | 3% | -6 | -10% | -7
Cc1cc(Nc2c(C#N)c(N)nn2C)ccc1F | 24% | 5% | -21% | -18 | -17% | -1
CC(=O)Nc1ccc(S(=O)(=O)NNC2=NS(=O)(=O)c3ccccc32)cc1 | ? | -6% | -11% | 7 | 0% | -1
CCCOC(=O)c1c(-c2ccc(OC)cc2)oc2ccc(-c3ccc(OC)nc3)cc12 | ? | 24% | ? | -5 | -19% | -2
CCn1c(C)nc2cc(-c3nnc(-c4c(-c5ccccc5)noc4C)o3)ccc21 | -3% | 6% | 9.3µM* | -13 | 0% | -7
CC(=O)NCC(=O)OC(C)C(=O)Nc1ccc(C(C)=O)cc1 (configuration not stated) | ? | 7% | 19% | -1 | 4% | -3
Cc1ccccc1COc1ccc(-c2nn[nH]n2)cc1 | -19% | ? | -3% | 32* | -14% | 27*
O=c1c(-c2ccc(O)cc2)coc2c(C3O[C@H](CO)[C@@H](O)[C@H](O)[C@H]3O)c(O)ccc12 (some centres not stated) | 28% | 5% | 1% | -11 | -32% | -14
CC(=O)c1cc(OC(=O)c2ccncc2)ccc1OC(=O)c1ccncc1 | · | 2% | 4% | 30 | -33% | 1
CC(C)C(=O)Nc1nnc(SCC(=O)NCc2ccco2)s1 | 26% | 4% | 6% | -15 | -15% | -2
CCc1ccccc1NC(=O)CCNS(=O)(=O)c1cc(Br)cnc1N | ? | · | 2% | -6 | 4% | 7
COCc1cc(CN2CCCC(CNC(=O)c3ccc(F)cc3)C2)ccc1OC (configuration not stated) | 0% | 4% | -6% | 12 | 5% | -2
C=CCn1c(C(C)NC(=O)c2ccc(C)cc2)n[nH]c1=S (configuration not stated) | -12% | -8% | -2% | 12 | -4% | -4
Cc1noc(C)c1COC(=O)COc1ccc(-c2ccccc2)cc1 | 8% | -13% | 35%[activator] | -4 | 9% | -2
COc1ccc(NC(=O)COC(=O)CNS(=O)(=O)c2ccc(F)c(F)c2F)cc1OC | 33%[activator] | 1% | 24% | -17 | -11% | -2
Cc1cc(C(=O)N/N=C/c2ccncc2)c(C)o1 | 51%[activator] | 4% | 6% | 17 | 2% | 11
Cc1ccccc1Oc1nnc(-c2cccs2)c2ccccc12 | ? | 3% | -7% | -12 | 0% | 0
Cc1ccc(-c2nn(CC(=O)NCc3ccccn3)c(=O)c3ccccc23)cc1S(=O)(=O)N(C)C | 2% | -1% | -21% | -4 | -1% | -3
S=C(NC1CCCC1)N1CCN(c2ccc(Cl)cc2)CC1 | 10% | -1% | -11% | 30 | · | -3
Cc1cc(CNC(=O)c2cccc(OC3CCN(S(=O)(=O)N(C)C)CC3)c2)on1 | ? | · | -6% | 128* | 10% | 64*
CC(C)(C)NC(=O)Cc1ccc(Cl)c(Cl)c1 | -4% | -3% | 0% | 7 | 16% | 11
CCC(C)N(C(=O)CSc1nnc(NC(C)C)s1)C1CCS(=O)(=O)C1 (configuration not stated) | 6% | · | 26% | · | -5% | ·
Cc1cccc(NC(=O)Cn2c(=O)n(CC3CCCO3)c(=O)c3ccccc32)c1 (configuration not stated) | 5% | -7% | 0% | -7 | -4% | -3
C[N+]1(CC(O)COCC2COc3ccccc3O2)CCOCC1 (configuration not stated) | -10% | 5% | -26% | 19 | -6% | 3
O=C(Cn1cccc1C(=O)c1ccccc1)NCc1cccc(Cl)c1 | 13µM* | 2% | 44%[activator] | 53* | 12% | 32*
Cc1nnc(CN(C)C(=O)c2cc(COc3ccc(C)c(C)c3)on2)o1 | ? | · | 11% | 44 | -3% | 36*
O=c1c2cc(O)c(O)cc2oc2cc(O)c(C3OC(CO)C(O)C(O)C3O)c(O)c12 (configuration not stated) | 43%[activator] | ? | 9% | · | -13% | ·
CCc1ccc(NC(=O)CCCn2nc(CC)n3c(cc4occc43)c2=O)cc1 | 9% | 0% | ? | -7 | -11% | 1
CC(C)CC(=O)Nc1ccc(Oc2ccc3c(c2)C(=O)NC3=O)cc1 | 13µM* | -13% | 15% | 4 | -6% | -2

No new results follow: entries from further up.
SMILES | Pf growth 96h | Giardia FBPA inh | Pf growth 48h | Shiga toxin inh | Sm TGR inh | CHX counter
CCc1ccc(NC(=O)CCCn2nc(CC)n3c(cc4occc43)c2=O)cc1 | 9% | 0% | ? | -7 | -11% | 1
CC(C)CC(=O)Nc1ccc(Oc2ccc3c(c2)C(=O)NC3=O)cc1 | 13µM* | -13% | 15% | 4 | -6% | -2
